# From PubChem BioAssay
# SUMO Mot1 rescue = blocks SUMOylation pathway, rescuing yeast Mot1-301 growth. S. cerevisiae Mot1-301 growth rescue, ATP luminescence, 38.5C; percent above DMSO median, 100 means doubled. 320,000 tested, 1% active. growth rescue, % at 18.8 µM;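 active = every valid replicate shows activation above 250% relative to neutral control wells; inactive = the rest, any valid replicate at or below 250%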;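 also: OY570 slx delta 5 strain wells were the positive control but not used for scaling; some compounds called inactive have numbers as strong as hits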
# MOR-DOR inv ag = inverse agonist of human OPRM1-OPRD1 heterodimerization; P35372+P41143; 340,000 tested, 0.21% active; inhibition, % at 9.3 µM; cell-based MOR-DOR heterodimer luminescence, inverse agonism; in the data active = inhibition above about 22%, passing the limit was not always enough;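 also: 0% = cells with DMSO and 100% = wells without cells with DMSO; values of inactives mirror those of a sister screen read the other way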
# Target sequence (P35372 whole entry, looked up): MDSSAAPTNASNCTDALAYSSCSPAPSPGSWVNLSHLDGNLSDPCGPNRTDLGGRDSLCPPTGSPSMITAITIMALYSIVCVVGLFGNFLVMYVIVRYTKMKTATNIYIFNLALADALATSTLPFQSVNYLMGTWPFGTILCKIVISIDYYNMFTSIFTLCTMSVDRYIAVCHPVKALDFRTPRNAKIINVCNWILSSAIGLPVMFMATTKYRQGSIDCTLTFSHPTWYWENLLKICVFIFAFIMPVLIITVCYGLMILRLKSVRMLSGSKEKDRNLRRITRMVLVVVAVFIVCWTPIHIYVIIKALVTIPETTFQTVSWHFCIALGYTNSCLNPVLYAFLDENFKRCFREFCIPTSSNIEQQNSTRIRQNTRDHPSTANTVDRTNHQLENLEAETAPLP
# Target sequence (P41143 whole entry, looked up): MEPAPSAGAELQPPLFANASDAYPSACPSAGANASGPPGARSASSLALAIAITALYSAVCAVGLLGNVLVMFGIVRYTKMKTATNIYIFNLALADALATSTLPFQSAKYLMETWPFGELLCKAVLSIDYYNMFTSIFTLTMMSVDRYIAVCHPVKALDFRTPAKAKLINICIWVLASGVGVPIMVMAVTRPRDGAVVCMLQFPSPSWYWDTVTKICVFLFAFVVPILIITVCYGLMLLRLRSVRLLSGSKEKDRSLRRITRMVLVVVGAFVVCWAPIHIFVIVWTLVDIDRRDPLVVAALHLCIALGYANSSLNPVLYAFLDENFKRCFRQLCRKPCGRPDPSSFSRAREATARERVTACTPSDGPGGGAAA
# OPRM1-OPRD1 ag = OPRM1-OPRD1 heterodimerization agonism | P35372+P41143 | cells, luminescence | activation, % at 9.3 µM | 340,000 tested, 0.3% active | AID 504326; in the data active = activation above about 18%;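 also: 0% = vehicle-treated cells and 100% = reference agonist; values of inactives mirror those of a sister screen read the other way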
# AddAB inh = less growth of phage-infected E. coli with AddAB; inhibition, % at 11.9 µM; AID 435030; E. coli expressing H. pylori AddAB, absorbance growth; 330,000 tested, 0.29% active; in the data active = inhibition above about 12%;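 also: 0% = vehicle wells of infected cells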
# HTR5A inv ctr = HTR5A inverse agonism, opioid heterodimer counter-screen; HTR5A cell line, luminescence; P47898; inhibition, % at 9.3 µM; AID 504634; 340,000 tested, 0.083% active; in the data active = inhibition mostly above about 23%, no sharp cut-off; inactive = mostly below about 18%;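 also: 0% = cells with DMSO and 100% = no-cell wells with DMSO; some compounds called inactive have numbers as strong as hits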
# PKA-R1A activ = activates the PKA-R1A holoenzyme complex; P00514+P68181; PKA-R1A dissociation, Cy5-IP20 fluorescence polarization; scaled: DMSO 0%, 113 µM cGMP 100%; activation, % at 11.4 µM; 340,000 tested, 0.083% active; AID 504707;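 active = percent activation above the mean of all tested compounds plus 3 SD, cut at about 19% in these data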;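 also: higher means more PKAc released from R1A so a rise in polarization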
# phage Ecoli inh = E. coli growth loss with phage present | growth absorbance | inhibition, % at 11.9 µM | 360,000 tested, 0.26% active | AID 651602; in the data active = inhibition above about 11%
# PKA-R2B activ = PKA-R2B complex activation; 340,000 tested, 0.079% active; activation, % at 11.4 µM; PKA-R2B holoenzyme dissociation, Cy5-IP20 fluorescence polarization; R2B truncated from residue 108, S112A mutant; 0% DMSO only, 100% 113 µM cGMP; AID 504700;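 active = activation above a cutoff set at the mean over all compounds plus 3 SD, cut at about 18% in these data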;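 also: higher means more holoenzyme dissociation and a rise in polarization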
# PfHsp90 set2 = reduces growth (ATP signal) of yeast expressing P. falciparum Hsp90; S. cerevisiae expressing PfHsp90, BacTiter-Glo ATP, 48 h; yeast lacking PDR1 and PDR3 efflux regulators; inhibition, % at 9.4 µM; 310,000 tested, 0.32% active;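 active = every replicate shows inhibition above about 80%, whatever the replicate mean, limit read from the data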;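 also: 0% = DMSO neutral controls and 100% = 20 µM radicicol positive controls; yeast relying on Plasmodium falciparum Hsp90 in place of its own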
# Tat export inh = inhibitors of E. coli Tat protein transport | E. coli MC4100 TorA-mCherry Tat export, fluorescence | inhibition, % at 10 µM | 340,000 tested, 0.036% active | AID 488895;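 active = mean replicate inhibition at least 50% and at least half of replicates individually reaching 50%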;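 also: exported cargo escapes ClpAP degradation while cytoplasmic cargo is degraded and loses fluorescence; 0% = median of neutral control wells and 100% = median of NaSCN control wells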
# E coli growth = reduces bacterial viability in AddAB counter-screen | 330,000 tested, 0.27% active | E. coli V3065 growth, OD600 absorbance, 18 h | inhibition, % at 11.9 µM;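 active = inhibition above the campaign's mean inhibition across all tested compounds plus 3 SD, cut at about 9.9% in these data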;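 also: uninfected addAB+ strain grown without phage in ampicillin broth; 0% = DMSO wells and 100% = ciprofloxacin 0.95 µg/ml wells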
# Active calls of the source: *; . = no result given. Not a hit list; any-hit rate near 2.2%.
SMILES,SUMO Mot1 rescue,MOR-DOR inv ag,OPRM1-OPRD1 ag,AddAB inh,HTR5A inv ctr,PKA-R1A activ,phage Ecoli inh,PKA-R2B activ,PfHsp90 set2,Tat export inh,E coli growth
COc1ccccc1NC(=O)COc1ccc2c(c1)OCO2,-13,-1,0.2,-1.6,-1,-8,1.2,-5,19,-1,1.7
Cc1cccc(C)c1NC(=O)c1ccc(-n2cncn2)nc1,2,2,-0.3,3.0,-5,-8,3.5,0,-6,6,0.3
COc1ccc(C2CC(C(F)(F)F)n3ncc(C(=O)Nc4c(C)n(C)n(-c5ccccc5)c4=O)c3N2)cc1 (stereo not drawn),5,18,-3.8,6.3,-8,-6,-1.4,-1,-1,4,-1.5
O=C(NCCO)Nc1ccc(Cl)cc1,22,17,-3.2,-2.5,-4,-14,4.5,6,-7,-5,0.8
Cc1ccc(S(=O)(=O)NNC(=O)c2csnn2)cc1,-12,1,-0.3,1.3,15,10,1.0,-2,-4,1,-0.3
CCCCn1c(N)c(N(CCOC)C(=O)c2nn(CC)c(=O)c3ccccc23)c(=O)[nH]c1=O,-14,-17,2.6,5.3,13,3,2.1,-10,4,1,3.5
CCn1cc(/C=N\NC(=O)Cc2ccc(Cl)cc2)cn1,-9,15,-2.4,1.6,8,-2,2.8,-8,15,0,-1.8
Cc1cccc(NC(=O)CSc2nnc(CNC(=O)c3cccs3)o2)c1C,-3,4,-0.6,-0.5,-12,2,4.5,-13,-8,-5,0.0
CC(Oc1ccccc1)C(=O)NCc1cccnc1 (stereo not drawn),5,2,-0.3,-0.4,1,1,-0.4,-3,0,3,0.9
Cc1cccc(NS(=O)(=O)c2cccc3nonc23)c1,-6,20,-3.9,-1.4,-5,-4,.,-5,-5,0,-1.1
Cc1cc(NS(=O)(=O)c2cc(Cl)sc2Cl)no1,-6,8,-1.7,2.1,2,5,2.6,-2,-27,3,2.5
CC1CN(C(c2ccco2)c2sc3ncnn3c2O)CC(C)O1 (stereo not drawn),24,10,-1.9,1.2,6,-11,2.4,-10,5,4,-2.2
COC(=O)c1cc2oc(C)cc2n1CC(=O)N(C)c1ccccc1,89,2,-0.3,1.3,5,-12,2.7,-3,26,-1,0.1
CCC1Oc2ccccc2N(CC(=O)NC2CCCCC2)C1=O (stereo not drawn),18,9,-1.3,1.4,-15,0,-1.2,-4,31,7,0.8
N#Cc1nc(COc2ccc(F)cc2)oc1N1CCCC1,-4,-11,1.8,1.9,2,4,0.5,3,-2,3,-1.8
Cc1ccc(N(C(=O)CCC(=O)Nc2cc(C)on2)C(C(=O)NC2CCCC2)c2ccncc2)cc1 (stereo not drawn),.,9,-1.6,0.9,28,6,1.9,9,11,-3,0.4
O=C(/C=C/c1ccc(OCCCF)cc1)N1CCN(Cc2ccccc2)CC1,5,-2,0.4,0.0,-2,7,4.6,-4,14,-2,-1.4
CCOC(=O)N1CCC(N2CCN(S(=O)(=O)c3ccc([N+](=O)[O-])cc3)CC2)CC1,6,-15,2.7,-0.4,7,-7,1.1,-1,12,-3,1.3
COc1ccc(-n2c(SCC(N)=O)nnc2-c2cccnc2)cc1,146,11,-1.9,-0.9,4,-7,-0.9,3,.,-9,0.0
COC(=O)[C@@]12CCCCN1[C@H](c1ccc(-c3ccc(F)cc3)cc1)[C@@H]1C(=O)N(C)C(=O)[C@@H]12,183,-6,1.3,2.1,14,2,-0.1,5,-22,14,1.2
CCCCC(NC(=O)c1cccc(Br)c1)C(=O)O (stereo not drawn),-1,3,-0.5,-1.2,9,-2,3.4,2,10,-9,-0.9
COc1ccc(C2=C(C#N)C(=O)OC2)cc1,0,4,-0.7,3.9,23,-7,1.3,-11,-8,-5,-1.9
CCOC(=O)/C(=N\Nc1ccccc1Cl)N1CCN(Cc2ccccc2)CC1,79,-33,4.9,1.2,-11,-1,2.9,-2,13,6,0.7
Cc1ccccc1OCC(=O)N=Nc1c(O)n(C)c2ccccc12,9,5,-0.9,0.3,7,-12,1.2,-7,10,-7,-2.3
CCn1cc(S(=O)(=O)NCCc2ccccc2OC)cn1,4,10,-1.9,-0.4,-24,-11,2.8,-9,7,21,1.3

# (further entries)
SMILES,SUMO Mot1 rescue,MOR-DOR inv ag,OPRM1-OPRD1 ag,AddAB inh,HTR5A inv ctr,PKA-R1A activ,phage Ecoli inh,PKA-R2B activ,PfHsp90 set2,Tat export inh,E coli growth
COc1ccc(Cc2nc(-c3ccc(Br)o3)no2)cc1OC,-2,7,-1.4,2.5,-6,1,3.3,1,2,3,1.0
COc1cccc(C2c3c(oc4ccc(F)cc4c3=O)C(=O)N2CCN2CCOCC2)c1OC (stereo not drawn),-6,7,-1.4,-0.6,0,-7,2.2,-2,-4,-4,2.4
Fc1ccccc1N1CCN(c2nc3ccccc3n3nnnc23)CC1,7,6,-1.4,1.0,-3,-10,3.6,-2,30,-4,-1.4
COc1cc(/C=N/NC(=O)c2cc(-c3cccn3C)n[nH]2)cc(OC)c1OC,.,10,-2.0,1.8,24,4,0.2,-8,.,0,-1.9
O=c1c2[nH]c3ccc(Cl)cc3c2ncn1CCN1CCCCC1,113,9,-1.6,-1.2,10,-13,2.2,-2,2,-8,-1.4
Cn1c(SCC(=O)Nc2ccccc2F)nnc1-c1cccnc1,5,16,-3.1,5.0,17,1,3.2,13,16,3,-0.2
Cn1c(/C(C#N)=C/c2ccc(O)cc2)nc2ccccc21,0,7,-1.4,-1.5,11,3,3.4,3,0,-14,-2.0
O=C(NNC(=O)c1cccs1)Nc1cccc(Cl)c1,-4,14,-2.7,-2.1,-6,-3,5.1,2,-12,1,-1.4
CC(C)(C)c1nc(Sc2ccc([N+](=O)[O-])cn2)n[nH]1,3,15,-3.0,0.3,-2,11,0.6,9,1,1,0.2
CC1(C(=O)Nc2ccc(S(=O)(=O)Nc3ncccn3)cc2)CCCC1,-12,4,-0.7,-0.5,-6,6,3.4,0,.,-7,0.4
Cc1nn(S(=O)(=O)c2ccc([N+](=O)[O-])cc2)c(C)c1Sc1ccccc1,0,-2,0.3,-0.1,-26,-3,1.3,-9,-9,6,3.4
O=C1NC(Cc2ccccc2)C(=O)N1Cc1cc([N+](=O)[O-])cc2c1OCOC2 (stereo not drawn),-21,3,-0.6,2.7,4,-7,1.4,-5,13,5,4.3
COc1ccc(Nc2nnc(SCC(=O)Nc3ccc4[nH]c(=O)[nH]c4c3)s2)cc1,.,-9,1.7,-0.8,0,-11,3.2,-9,-44,-4,-1.8
Cc1ccc(NC(=O)CCSc2ccccn2)cc1,0,19,-3.5,-1.7,2,-1,1.5,5,40,-6,-0.6
CC(=O)N1CCN(S(=O)(=O)c2cccc(C(=O)NC3CCC(C)CC3)c2)CC1 (stereo not drawn),2,10,-2.1,0.2,7,-6,-0.2,-11,-10,-5,0.8
Cc1ccc(NC(=O)CSc2nc(O)cc(=O)n2-c2ccc(C)cc2)cc1,0,18,-3.5,-0.7,2,-5,3.1,-10,15,4,-2.7
N/C(=N/OC(=O)c1ccc(Cl)cc1)c1ncc([N+](=O)[O-])s1,91,.,.,19*,.,.,6.3,.,-5,-10,6.2
CC(=O)Nc1cccc(C(=O)OCCCOc2ccc(F)cc2)c1,-6,6,-0.8,2.3,0,-1,2.1,-2,-11,17,0.4
O=C(O)c1cccc2c1/C(=N/O)c1ccccc1-2,-23,6,-1.2,-0.8,-6,-11,1.3,-10,-7,-2,-4.7
C=CC[C@@H](CC(=O)N[C@H](CO)Cc1ccccc1)C(=O)N[C@H](C)COC(=O)[C@@H](CC=C)CC(=O)OC(C)(C)C,9,17,-3.0,-1.1,5,-3,0.9,-2,21,15,-0.5
Cc1nn(-c2ccccc2)c2nc(C(Cl)(Cl)Cl)[nH]c(=O)c12,46,10,-2.0,-0.6,-3,-2,3.0,4,-26,17,-1.5
O=C(O)c1cc(NCc2cccs2)ccc1N1CCOCC1,12,9,-1.8,2.5,-26,-15,3.9,-3,.,-4,1.4
CCC(=O)N1CCN(c2ccc(NC(=O)c3ccc([N+](=O)[O-])o3)cc2)CC1,.,-27,5.6,.,12,7,6.8,-2,.,4,.
CCC1Sc2ccccc2N(CC(=O)NCCC(C)C)C1=O (stereo not drawn),9,4,-0.7,5.7,7,1,1.4,-11,-5,-1,0.8
COc1ccc(NC(=O)C2(S(=O)(=O)c3ccc(C)cc3)CC2)cc1OC,5,10,-1.8,2.8,-3,-7,0.5,-3,-1,1,0.1

# Next records follow.
SMILES,SUMO Mot1 rescue,MOR-DOR inv ag,OPRM1-OPRD1 ag,AddAB inh,HTR5A inv ctr,PKA-R1A activ,phage Ecoli inh,PKA-R2B activ,PfHsp90 set2,Tat export inh,E coli growth
CC12CCC(C(=O)Nc3ccccc3N3CCOCC3)(CC1=O)C2(C)C (stereo not drawn),.,0,0.0,-1.5,-6,-1,2.2,7,32,-2,0.5
Cc1ccc(NC(=S)NCCc2c[nH]c3ccccc23)c(C)c1,28,-17,3.4,3.1,-32,-5,1.9,-6,3,12,-0.6
COc1ccc(C2=NOC(C(=O)Nc3cccc(O)c3)C2)cc1 (stereo not drawn),-10,10,-2.2,4.3,10,-10,2.2,-11,-12,1,0.3
Cc1cccc(C(=O)NNC(=O)c2ccc(O)cc2)c1,87,10,-2.0,2.7,-8,11,0.9,7,20,-6,-1.5
Cc1ccc(C(=O)CCC(=O)Nc2ccccc2C)cc1C,-5,8,-1.6,.,13,5,2.2,3,-6,0,.
CCn1c(=O)cc(SCC(=O)NCCN2CCN(Cc3ccccc3)CC2)c2ccccc21,4,10,-1.8,0.3,-1,5,2.1,12,-1,-4,-0.8
COc1ccccc1NC(=O)CSc1nnc(C2CCCCC2)n1C,1,1,-0.3,2.6,-9,-7,2.1,-13,7,-14,0.3
[O-]c1c[n+](-c2ccc(-[n+]3cc([O-])on3)cc2)no1,2,4,-0.7,4.6,-2,-8,4.2,-1,-1,8,0.1
O=C(c1ccc(C(F)(F)F)cc1)C1CCCN(C(=O)c2csnn2)C1 (stereo not drawn),-8,-4,0.8,3.6,-4,-7,2.3,-10,-9,2,0.9
C#CCOCCOCCOCCNc1nc(N2CCOCC2)nc(N2CCN(C(=O)Cn3cc(CCCCN)nn3)CC2)n1,.,12,-2.6,.,-17,-7,2.3,7,15,-3,.
CS(=O)(=O)N(CC(=O)N1CCN(Cc2ccccc2)CC1)c1ccc(F)cc1,20,2,-0.4,0.3,3,2,2.2,-2,7,0,-0.2
Cc1ccc(OCCCCNC(C)c2ccccc2)c(C)c1 (stereo not drawn),5,-19,3.9,-0.4,16,7,-0.7,-5,-13,5,-0.1
CC(=O)Nc1ccc(N2C(=O)c3cccc(NC(C)=O)c3C2=O)cc1,-1,19,-3.9,0.9,12,6,5.6,-9,-27,-4,-2.0
O=C(Cn1cnc2ccccc2c1=O)Nc1nnc(SCc2ccc(Cl)cc2)s1,-2,18,-3.3,-1.8,-7,-6,-0.5,-5,-13,4,-0.5
CCNc1nc(NCC)nc(Oc2ccc(N)cc2)n1,10,5,-1.1,0.7,-11,-1,-0.7,-3,21,-1,-2.5
